Screening data as filed in PubChem BioAssay.
CCHFV vOTU inh = blocks the CCHF virus ovarian tumor domain protease | CCHFV vOTU protease, Pep-AMC fluorescence | inhibition, % at 11.5 µM | actives 0.55% (n = 370,000) | AID 651958; further: 0% = vehicle wells with enzyme and 100% = no enzyme wells
FadD28 binding = blocks FadD28 binding to the bisubstrate probe; actives 0.22% (n = 360,000); fluorescence polarization; inhibition, % at 12.5 µM; in the data active means inhibition above about 8.5%, passing the limit was not always enough; inconclusive means no clear call, values can overlap the other calls
VHR inh abs = DUSP3 (human) phosphatase inhibition. P51452. recombinant VHR phosphatase, pNPP absorbance. inhibition, % at 13.3 µM. actives 0.52% (n = 290,000). AID 1654; in the data active means inhibition above about 50%; further: some compounds called inactive have numbers as strong as hits
Target sequence (P51452 whole entry, looked up): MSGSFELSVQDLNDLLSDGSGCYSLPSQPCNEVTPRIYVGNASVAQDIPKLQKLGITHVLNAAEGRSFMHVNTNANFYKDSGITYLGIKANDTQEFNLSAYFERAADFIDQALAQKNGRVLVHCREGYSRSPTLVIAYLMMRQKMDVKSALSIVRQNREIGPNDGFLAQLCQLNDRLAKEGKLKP
MazF activator = increases E. coli MazEF RNase cleavage of RNA; P0AE70; FAM/BHQ RNA-DNA oligo cleavage fluorescence, 5 h; activation, % at 20 µM; actives 0.32% (n = 350,000); AID 504720; in the data active means activation above about 50%
Target sequence (P0AE70 whole entry, looked up): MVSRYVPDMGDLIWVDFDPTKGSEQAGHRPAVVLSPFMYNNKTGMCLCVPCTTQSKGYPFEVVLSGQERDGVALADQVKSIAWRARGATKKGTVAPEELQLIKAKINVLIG
BioA inh = inhibitors of Mycobacterium tuberculosis BioA enzyme. inhibition, % at 9.99 µM. actives 0.096% (n = 360,000). purified M. tuberculosis BioA enzyme, plate reader; in the data active means inhibition above about 40%; inconclusive means no clear call, values can overlap the other calls
FBA Mtb inh = inhibitors of M. tuberculosis fructose-bisphosphate aldolase. P9WQA3. purified M. tuberculosis FBA, fluorescence read-out. inhibition, % at 1 µM. actives 2.3% (n = 360,000). AID 588726; in the data active means inhibition above about 27%;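 further: 0% = vehicle and 100% = reference inhibitor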
Target sequence (P9WQA3 whole entry, looked up): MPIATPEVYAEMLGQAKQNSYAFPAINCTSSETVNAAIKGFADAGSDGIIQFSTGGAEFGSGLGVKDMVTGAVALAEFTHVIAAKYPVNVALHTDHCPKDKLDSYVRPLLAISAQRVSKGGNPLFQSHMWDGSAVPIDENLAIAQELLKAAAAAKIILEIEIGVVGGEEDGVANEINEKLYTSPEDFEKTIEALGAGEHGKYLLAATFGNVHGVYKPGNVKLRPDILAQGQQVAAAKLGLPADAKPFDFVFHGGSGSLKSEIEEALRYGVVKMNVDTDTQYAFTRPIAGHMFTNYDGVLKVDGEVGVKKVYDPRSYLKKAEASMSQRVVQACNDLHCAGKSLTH
BoNT F protease = inhibitors of Botulinum neurotoxin F light chain protease; inhibition, % at 10 µM; actives 0.22% (n = 360,000); Multiplex microsphere protease cleavage assay, flow cytometry; in the data active means inhibition above about 35%, passing the limit was not always enough; inconclusive means no clear call, values can overlap the other calls; further: plate controls were buffer without enzyme for full effect and enzyme alone for no effect
Rv3671c inh = inhibits the M. tuberculosis serine protease Rv3671c | inhibition, % at 5.96 µM | actives 0.048% (n = 320,000) | AID 2606 | P9WHR9; in the data active means inhibition above about 38%;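 further: extracellular domain of Rv3671c used as enzyme; 0% = enzyme with DMSO and 100% = no enzyme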
Target sequence (P9WHR9 whole entry, looked up, the tested form may be a part): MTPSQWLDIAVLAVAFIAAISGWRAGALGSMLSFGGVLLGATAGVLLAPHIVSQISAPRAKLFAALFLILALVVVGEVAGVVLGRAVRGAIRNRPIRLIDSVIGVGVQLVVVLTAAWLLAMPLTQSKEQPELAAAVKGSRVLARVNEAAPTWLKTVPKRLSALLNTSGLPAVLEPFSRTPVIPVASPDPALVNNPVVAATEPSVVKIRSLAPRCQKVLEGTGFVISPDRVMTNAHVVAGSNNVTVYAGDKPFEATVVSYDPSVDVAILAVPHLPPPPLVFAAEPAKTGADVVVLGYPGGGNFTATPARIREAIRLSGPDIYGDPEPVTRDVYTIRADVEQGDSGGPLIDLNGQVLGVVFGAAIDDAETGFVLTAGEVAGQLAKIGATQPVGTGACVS
GDH-TPI inh = counter-screen for M. tuberculosis FBA inhibitors: GDH-TPI coupled enzymes. GDH-TPI coupled enzyme counterscreen, NADH absorbance. inhibition, % at 4.8 µM. actives 1.2% (n = 360,000);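 further: 0% = DMSO wells and 100% = wells lacking the enzyme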
Mtb UGM inh = inhibitors of M. tuberculosis UDP-galactopyranose mutase | inhibition, % at 10 µM | actives 0.06% (n = 320,000) | P9WIQ1 | AID 504406 | purified UGM, fluorescence polarization probe displacement; in the data active means inhibition above about 10%, passing the limit was not always enough; inconclusive means no clear call, values can overlap the other calls
* hit, by the source's call; ? = inconclusive; nt = no result given. Unless noted, no stated cut-off is given here; in the data, active means inhibition above about 30%; inactive means the rest.

SMILES	CCHFV vOTU inh	FadD28 binding	VHR inh abs	MazF activator	BioA inh	FBA Mtb inh	BoNT F protease	Rv3671c inh	GDH-TPI inh	Mtb UGM inh
Cc1onc(-c2ccccc2)c1C(=O)N/N=C/c1c[nH]c2ccccc12	8.3	0.7	12.0	-25.4	-0.3	4.0	-5.0	1.1	20.2	-0.2
COCCN(C(=O)CSc1nnc(Nc2ccccc2F)s1)c1c(N)n(Cc2ccccc2)c(=O)[nH]c1=O	4.0	-0.9	26.9	-3.2	-0.9	1.2	0.1	8.8	15.6	-1.3
CCCCCOP(=O)(c1ccccc1)c1ccccc1	8.4	-0.8	1.2	-5.0	2.3	1.6	-4.4	-11.7	7.0	-0.8
CCc1ccc(C(=O)Nc2nnn(CC)n2)cc1	nt	-0.2	2.6	-0.3	-0.3	-0.1	-32.0	-2.7	-7.1	1.8
CCOC(=O)c1csc(NC(=O)CSc2nnnn2-c2cccc(OC)c2)n1	13.8	0.1	4.4	6.0	0.5	-0.1	1.7	-1.5	-3.7	-2.1
CCOC(=O)N1CCN(c2ccc(C(C)=O)cc2F)CC1	1.5	-1.4	-18.1	5.2	11.1	1.2	-4.5	5.5	6.2	-0.3
CCNC(=O)NC(=O)C(C)OC(=O)c1oc2ccc(OCC)cc2c1C (stereo not given)	7.6	0.7	17.8	-5.5	-1.0	12.7	6.5	-9.3	2.7	0.3
COCCN(CCOC)c1nc(-c2ccc(Cl)cc2)nc2ccccc12	8.8	-3.7	13.6	-0.2	0.3	-3.1	-3.7	-4.3	15.7	1.5
CCOC(=O)C1CCN(CCC(=O)Nc2cc(C)ccc2C)CC1	-6.9	-4.5	21.9	1.5	-0.5	0.9	?	-0.2	2.5	-0.8
CCc1nc2ccc(C(=O)N(C)CCCN(C)C)cn2c1N(CC)CCOC	-5.5	-0.9	nt	nt	-2.4	3.1	-5.1	nt	5.6	nt
Cc1ccc(CNC(=O)c2cc(-c3ccccc3)n(Cc3cc(C)no3)n2)cc1	4.7	-2.7	nt	4.1	-0.1	1.4	-6.0	-3.4	2.2	0.1
COC(=O)C(CO)Nc1ncnc2onc(-c3ccc(F)cc3)c12 (stereo not given)	3.3	-0.1	26.3	-3.8	-1.4	4.1	-7.1	-1.4	5.2	0.9
CCOC(=O)N1CCC(NC(=O)C(C)n2c3ccccc3c3cnn(C)c(=O)c32)CC1 (stereo not given)	-2.6	-1.6	10.8	-3.2	-2.6	5.0	6.4	-6.1	1.2	1.5
CN(Cc1ccccc1)C(=O)C1CCN(S(=O)(=O)c2ccc(-n3cnnn3)cc2)CC1	-12.6	-2.7	19.6	0.5	0.0	1.2	-0.6	-6.1	-6.7	-3.4
O=C(O)/C=C/C(=O)NNc1ncnc2ccccc12	-3.5	-0.2	11.2	4.0	-1.0	-1.8	9.5	12.3	20.9	0.2
CC(=O)Nc1cccc(NC(=O)c2cc(-c3cccnc3)nc3ccc(Br)cc23)c1	-6.4	-3.9	-0.8	-5.3	0.7	1.2	-26.6	-23.1	8.1	-0.2
CN1CCN(C(=O)c2ccc(F)c(F)c2)CC1	-4.5	0.7	16.0	2.1	0.0	2.5	?	-1.2	-8.9	0.9
CCCCN(C)C(=O)c1nc2ccccn2c1CN(C)Cc1csc(C)n1	4.5	-4.3	8.4	0.6	nt	2.0	0.6	2.4	-0.3	0.3
CCCCNC(=O)c1cn(C)c2ccc(S(=O)(=O)N3CCCC3)cc2c1=O	-15.8	0.2	77.1	6.3	-0.9	3.0	6.6	-2.9	5.2	0.7
CCCN(CC(=O)Nc1ccccc1C)C(=O)C1CC(=O)N(c2ccc(C)cc2)C1 (stereo not given)	-13.0	-0.6	nt	5.1	nt	1.7	-1.8	nt	2.8	nt
Cc1cc(C(F)(F)F)c(C#N)c(Sc2ccccc2)n1	-5.6	1.3	-9.0	2.8	0.4	7.5	0.2	5.6	-3.2	0.5
COc1ccc(/C=N/NC2=NCCCCC2)c(OC)c1	-0.2	-2.7	14.4	-0.1	nt	15.7	-0.5	3.6	3.4	1.1
COc1ccccc1/C(C)=N/NC(=S)NCc1ccccc1	18.3	-2.0	20.4	-1.1	nt	-1.4	-5.8	-1.1	3.1	3.2
CC(c1ccco1)N(C(=O)c1ccc(F)cc1)c1ccccn1 (stereo not given)	2.6	1.1	0.5	9.8	0.2	0.8	-2.9	1.0	-3.1	-0.5
O=C(NS(=O)(=O)Oc1ccccc1F)OC[C@@H]1CCCN2CCCCC12 (stereo not given in full)	20.0	0.2	-24.8	-13.0	-1.0	1.3	-6.1	0.8	3.1	-0.5
COc1ccc(N2CCN(C(=O)c3c(Cl)cnn3C)CC2)cc1	10.6	-1.6	-1.6	2.2	0.1	2.4	3.1	0.7	5.6	-0.9
Cc1cc(NC(=O)CSc2nnc3ccccn23)no1	-9.0	-1.8	31.0	2.0	nt	-0.1	14.9	-4.5	-7.7	-2.3
O=C(CN1C(=O)c2ccccc2S1(=O)=O)c1ccc(OC(F)F)cc1	nt	-2.7	19.2	6.2	-1.3	-1.2	13.6	-13.9	1.4	-0.6
O=C(COc1ccccc1)N1CCc2ccccc21	4.5	0.6	-2.9	-1.4	nt	0.6	-4.7	-7.8	8.9	0.2
COc1ccc(OCCn2cnc(Cl)c2Cl)cc1	-4.6	-1.3	13.1	7.3	nt	2.6	-2.7	-2.1	12.9	nt

Exported field by field: part of the list above
structure: CC(c1ccco1)N(C(=O)c1ccc(F)cc1)c1ccccn1 (stereo not given)
  CCHFV vOTU inh = 2.6
  FadD28 binding = 1.1
  VHR inh abs = 0.5
  MazF activator = 9.8
  BioA inh = 0.2
  FBA Mtb inh = 0.8
  BoNT F protease = -2.9
  Rv3671c inh = 1.0
  GDH-TPI inh = -3.1
  Mtb UGM inh = -0.5
structure: O=C(NS(=O)(=O)Oc1ccccc1F)OC[C@@H]1CCCN2CCCCC12 (stereo not given in full)
  CCHFV vOTU inh = 20.0
  FadD28 binding = 0.2
  VHR inh abs = -24.8
  MazF activator = -13.0
  BioA inh = -1.0
  FBA Mtb inh = 1.3
  BoNT F protease = -6.1
  Rv3671c inh = 0.8
  GDH-TPI inh = 3.1
  Mtb UGM inh = -0.5
structure: COc1ccc(N2CCN(C(=O)c3c(Cl)cnn3C)CC2)cc1
  CCHFV vOTU inh = 10.6
  FadD28 binding = -1.6
  VHR inh abs = -1.6
  MazF activator = 2.2
  BioA inh = 0.1
  FBA Mtb inh = 2.4
  BoNT F protease = 3.1
  Rv3671c inh = 0.7
  GDH-TPI inh = 5.6
  Mtb UGM inh = -0.9
structure: Cc1cc(NC(=O)CSc2nnc3ccccn23)no1
  CCHFV vOTU inh = -9.0
  FadD28 binding = -1.8
  VHR inh abs = 31.0
  MazF activator = 2.0
  BioA inh = nt
  FBA Mtb inh = -0.1
  BoNT F protease = 14.9
  Rv3671c inh = -4.5
  GDH-TPI inh = -7.7
  Mtb UGM inh = -2.3

(list continues)
SMILES	CCHFV vOTU inh	FadD28 binding	VHR inh abs	MazF activator	BioA inh	FBA Mtb inh	BoNT F protease	Rv3671c inh	GDH-TPI inh	Mtb UGM inh
COc1cc(C(c2sc3nc(C)nn3c2O)N2CCOCC2)cc(OC)c1OC (stereo not given)	-3.3	-2.9	16.3	4.7	-0.5	-2.7	4.7	-6.3	-0.7	-1.1
O=C(N/N=C\c1cn[nH]c1-c1ccccc1)c1ccc([N+](=O)[O-])cc1	-0.3	-3.4	33.1	1.7	nt	0.3	-13.6	2.7	22.9	-1.7
COc1cc(NS(=O)(=O)c2ccc(C)cc2)ccc1-n1cnnn1	11.5	-4.0	32.7	0.3	0.1	0.3	5.8	7.5	3.3	-0.3
COc1ccc(Cc2nnc(SCC(=O)Nc3ccc(C)cc3)n(N)c2=O)cc1	29.9*	-3.1	nt	6.8	-2.8	-3.3	-3.1	-4.0	1.4	-1.5
Cc1c(NC(=O)C(C)OC(=O)c2ccccc2O)c(=O)n(-c2ccccc2)n1C (stereo not given)	27.3	-3.4	nt	6.3	-0.7	-3.8	-8.0	-1.0	3.5	1.0
Cc1nn(Cc2nc(-c3cccs3)no2)c(C)c1Br	0.9	-2.8	-16.1	12.0	0.2	2.9	-6.6	0.9	9.9	-8.4
Cc1cccc(NC(=O)CSc2n[nH]c(-c3ccncc3)n2)c1	1.9	-1.9	46.7	1.3	-2.0	0.5	-14.2	-1.1	-2.9	1.9
CCOC(=O)c1ccc(NC(=O)C(=O)NCc2ccccn2)cc1	10.3	-0.5	5.1	3.3	-0.8	-0.8	-8.3	5.5	-1.0	-0.8
O=C(Nc1cccc2ccccc12)N1Cc2ccccc2-n2nncc2C1	-11.4	0.2	nt	3.9	-0.4	29.8*	2.6	nt	7.2	nt
Cc1ccccc1O	-10.8	-2.8	nt	8.9	0.8	0.7	-0.8	6.8	2.9	nt
CC(C)C(C(=O)OCC(=O)c1ccc2c(c1)NC(=O)CO2)N1C(=O)c2ccccc2C1=O (stereo not given)	-3.6	-2.8	8.2	2.7	2.2	-1.3	-3.0	-6.5	-3.0	2.2
CCN(CC)C(=O)c1cc(S(=O)(=O)N2CCCCC2)c[nH]1	0.4	1.5	21.2	0.2	-1.3	3.2	-0.6	-8.7	-8.2	1.1
C=CCOc1ccc2ccccc2c1CNc1ncn[nH]1	20.4	0.0	-21.5	2.2	nt	2.3	2.4	-7.0	0.9	-3.0
CC(=O)Nc1n[nH]c(=S)s1	-2.1	-2.9	nt	-12.3	nt	2.9	14.4	nt	7.8	nt
O=C(CNC(=O)c1ccc(Oc2ccccc2)cc1)OC1CCCCC1=O (stereo not given)	3.6	-1.4	20.1	-2.5	-1.5	5.0	-3.6	-12.2	-5.6	-2.3
CN(C)CCCOC(=O)CCc1ccccc1	0.4	-0.6	2.9	12.5	0.7	2.2	-5.8	-8.3	10.0	1.4
O=S1(=O)N(Cc2ccc(F)cc2)CCCN1Cc1ccccc1Cl	-6.6	nt	18.9	8.1	-0.9	0.0	-24.7	-0.1	0.0	0.3
Cc1ccc(S(=O)(=O)NC(=O)C2(C)CCN2C(=O)c2cccc(F)c2)cc1 (stereo not given)	-3.7	-0.2	nt	nt	-1.9	-0.4	-6.0	nt	5.4	nt
COc1cc(OC)c(C(=O)NCC(c2cccs2)N(C)C)cc1OC (stereo not given)	nt	-2.1	13.2	nt	nt	7.0	2.9	5.9	-1.3	0.8
O=C(O)c1ccc(NC2=C/C(=N/S(=O)(=O)c3ccccc3)c3ccccc3C2=O)cc1	108.5*	3.9	37.4	7.0	nt	-1.7	-17.9	nt	4.8	nt
CCCCOc1cccc(C(=O)NC(=S)Nc2cccc(C(F)(F)F)c2)c1	-6.6	-0.7	-7.9	-1.2	0.0	-1.2	-5.0	-17.1	8.0	-0.1
O=C(COc1ccccc1)NS(=O)(=O)c1ccc(Cl)cc1	13.6	0.1	17.9	-2.9	1.5	-3.4	-3.0	-1.3	0.0	-0.9
Cc1ccccc1C(=O)N1CCC(C(=O)Nc2sccc2C(N)=O)CC1	4.0	-4.2	nt	1.7	1.0	1.4	6.7	6.2	-2.5	-1.1
CCc1ccc2[nH]c(=O)c(CN(Cc3ccc(F)cc3)C(c3nnnn3CCN3CCOCC3)C(C)C)cc2c1 (stereo not given)	nt	-3.2	-5.7	0.7	0.1	3.7	-4.1	-4.8	2.4	1.3
CCOC(=O)c1c(NC(NC(C)=O)C(Cl)(Cl)Cl)sc2c1CCCC2 (stereo not given)	6.4	1.1	-2.5	-1.1	nt	6.2	-5.8	-4.6	0.0	0.5
CC(C)CNC(=O)CSc1n[nH]c(=O)n1CCc1ccccc1	7.3	-0.4	31.9	1.2	nt	-2.0	8.6	-3.1	-3.7	-3.1
Cc1c(Cl)cccc1NC(=S)NCc1ccc2c(c1)OCO2	2.6	-2.5	-5.7	2.6	nt	-6.7	-15.4	-4.6	1.4	-2.5
